HepG2 viability: qHTS for Inhibitors of TGF-b: Cytotox Counterscreen | HepG2 CAGA-GFP viability, ATP luminescence, 18 h | Potency, µM (highest dose often 46.1 µM), inactives show top-dose activity change, negative = cytotoxicity, actives largely listed as cytotoxic | actives 0.76% (n = 410,000) | AID 588856, 2011; also: potency is read from the fitted curve at half-maximal effect; some results filed as inactive show a strong effect at the top dose
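HepG2 CAGA-GFP cells (1000/well, DMEM with 1% FBS) received compound, then TGF-beta at 500 pg/mL final, and were incubated 18 hours at 37 degrees C. Viability was read by CellTiter-Glo luminescence. Media-only wells were set as complete cell-killing and DMSO as no toxicity.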
HT1080 IDH1KD tx: qHTS for induction of synthetic lethality in tumor cells producing 2HG: qHTS for the HT-1080-IDH1KD cell line | HT-1080 IDH1 knockdown viability, ATP luminescence, 48 h | Potency, µM (top dose mostly 46.1 µM), inactives show at the top dose activity, negative = toxicity, usual class: cytotoxic | actives 2% (n = 360,000) | AID 686971, 2013;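 also: potency is read from the fitted curve at half-maximal effect; 0% = DMSO wells and -100% = cell-free medium wells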
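Knockdown cells (IDH1KD HT-1080) received compounds 2 h after plating at 750 cells/well and were kept 48 h at 37 °C in 5% FBS RPMI. A CellTiter-Glo luminescence read gave % activity for curve fitting.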
HT1080-NT tox: qHTS for induction of synthetic lethality in tumor cells producing 2HG: qHTS for the HT-1080-NT fibrosarcoma cell line; actives 1.6% (n = 360,000); HT-1080-NT fibrosarcoma viability, CellTiter-Glo ATP luminescence, 48 h; Potency, µM (highest dose often 46.1 µM), without a hit: at the top dose activity, negative = less viability, hits mostly cytotoxic;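 also: NT is the 2HG producing partner of a matched IDH1 knockdown line; potency is read from the fitted curve at half-maximal effect; 0% = DMSO-treated cells and -100% = media-only wells without cells; nearly all actives have a fitted effect of over 55% in size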
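750 cells/well, RPMI + 5% FBS; 2 h settle, compound pin-transfer, 48 h at 37 degrees C. CellTiter-Glo 10 min RT, luminescence. Normalized to DMSO and media-only wells.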
SW480 rereplic: A quantitative high throughput screen for small molecules that induce DNA re-replication in SW480 colon adenocarcinoma cells; SW480 DNA re-replication, Hoechst DNA content imaging, 48 h; Potency, µM (titrated, usually from 46.1 µM), inactives show at the highest dose re-replication activation, most hits filed as activators; actives 1.8% (n = 340,000); AID 624297, 2012; also: potency is read from the fitted curve at half-maximal effect; % of control where 0% means no effect; nearly all actives have a fitted effect of over 55% in size
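250 cells/well; 23 nL cpd via pin tool; 48 hr, 37 C, 5% CO2; Hoechst 40 min; imager read of total nuclear intensity, ex 405/em 500-530 nm.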
IL-1B inflam inh: qHTS for Inhibitors of Inflammasome Signaling: IL-1-beta AlphaLISA Primary Screen; THP-1 LPS/ATP IL-1B secretion, AlphaLISA, 16 h; hits give low values; activity change, % at 57.5 µM; actives 4.7% (n = 360,000); in the data active = activity change below about -50%; inconclusive = mostly about -30% to -49%; also: % is scaled to controls: 0 for no effect and ±100 for the full control effect
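THP-1 cells pretreated 1 hr with compounds (up to 57.5 uM final), then stimulated with LPS (250 ng/mL final) plus ATP (1.25 mM final); secreted IL-1B measured by AlphaLISA after 16 hr, decreased signal indicating inhibition.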
S2 tox: Viability Counterscreen for Primary qHTS for Inhibitors of ATXN expression | Potency, µM (highest dose often 56.7 µM), usual class: cytotoxic | AID 651635, 2014 | actives 0.49% (n = 400,000) | S2 cells (HEK-293 line with an ATXN2-luciferase reporter) viability, CellTiter-Fluor protease fluorescence, 24 h; also: potency is read from the fitted curve at half-maximal effect; nearly all actives have a fitted effect of over 40% in size
ATXN2 expr inh: Primary qHTS for Inhibitors of ATXN expression; AID 1745845, 2022; actives 0.72% (n = 360,000); HEK-293 ATXN2-luciferase reporter, luminescence, 24 h; Potency, µM (series often up to 57 µM), inactives show top-dose activity change, negative = inhibition, actives largely listed as inhibitors; also: potency is read from the fitted curve at half-maximal effect; % is scaled to controls: 0 for no effect and ±100 for the full control effect; nearly all actives have a fitted effect of over 55% in size
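ATXN2-luciferase reporter cells (luciferase flanked by upstream and downstream ATXN2 gene portions) were treated 24 h at 37 °C with compounds at up to 57 uM. SteadyGlo luminescence gave expression; GF-AFC fluorescence gave viability.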
KB-3-1 tox: qHTS assay for MDR1-selective chemotherapeutics: Primary screen using the parental adenocarcinoma cell KB-3-1. Potency, µM (highest dose often 46.1 µM), without a hit: top-dose activity change, negative = cytotoxic, hits mostly cytotoxic. KB-3-1 viability, CellTiter-Glo ATP luminescence, 72 h. actives 1.4% (n = 400,000); also: potency is read from the fitted curve at half-maximal effect; % is scaled to controls: 0 for no effect and ±100 for the full control effect; nearly all actives have a fitted effect of over 60% in size
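Here the drug-naive KB-3-1 line serves as comparator for MDR sub-line selectivity; cells received compound titrations, 72 h at 37 °C, then CellTiter-Glo readout.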
MCF10A rereplic: A quantitative high throughput screen for small molecules that induce DNA re-replication in MCF 10a normal breast cells | AID 624296, 2012 | MCF 10A DNA re-replication, Hoechst nuclear intensity, 48 h | Potency, µM (titrated, usually from 46.1 µM), inactives show at the top dose activity, positive = re-replication, usual class: activators | actives 2.9% (n = 350,000); also: potency is read from the fitted curve at half-maximal effect; % of control where 0% means no effect; nearly all actives have a fitted effect of over 50% in size
The depositor's hits bear a star; i = inactive; ? = inconclusive; . = no result given; & = joins results of further samples; [ ] = another dose, or the depositor's remark. Unless noted, calls follow the shape of the dose curve; as a rule, active = well fitted curve in the direction sought with a large enough effect; inconclusive = small, poorly fitted or top-dose-only effect, or another doubt; inactive = no such curve, though single readings can be large; an effect the other way counts as inactive or inconclusive.

Compound,HepG2 viability,HT1080 IDH1KD tx,HT1080-NT tox,SW480 rereplic,IL-1B inflam inh,S2 tox,ATXN2 expr inh,KB-3-1 tox,MCF10A rereplic
C[C@H](O)[C@@H]1C(=O)N2CCc3ccc(N4CCN(C)CC4)cc3[C@@H]2C[C@@H]1N(C)C(=O)c1ccc(C#N)cc1,-5%,16%,12%,?,0,i,0%,18%,17%
CC1(C)CC(Cc2ccc(C(=O)c3ccccc3)cc2)N(C(=O)OC(C)(C)C)N1 (stereo unspecified),-48%,-3%,-11%,.,-3,?,?,-23%,.
CC(=O)Nc1nc(C)c(Oc2ccc(C)cc2)c(=O)[nH]1,17%,14%,20%,-8%,17,i,7%,-1%,1%
FC(F)(F)c1cc(Cl)c2nc(-c3ccccc3)c(Cc3ccsc3)n2c1,.,-8%,-1%,.,10,i,9%,?,.
Cc1ccc(-c2nnc(/C=C/c3ccccc3)o2)cc1,6%,16%,20%,-2%,-25,i,58%,5%,8%
CC1CN(C(=S)Nc2ccc(Cl)cc2)CC(C)O1 (stereo unspecified),-1%,-1%,0%,-12%,-13,.,-10%,0%,11%
Cn1c(=O)c(C(=O)COc2ccc(F)cc2Cl)c(N)n(Cc2ccccc2)c1=O,-16%,-4%,-22%,?,-15,i,?,?,12%
CCN(Cc1ccccc1)c1ccc(/C=N/N2CCOCC2)cc1,-12%,0%,-2%,19%,-9,i,-29%,-5%,17%
CC(=O)Nc1ccc(S(=O)(=O)N2CCN(c3nc4ccccc4n3CC(C)C)CC2)cc1,-26%,-13%,-3%,-1%,-17,i,.,7%,13%
CCOc1c(O)ccc(/C=C2\SC(=S)NC2=O)c1[N+](=O)[O-],11%,6%,0%,26%,-16,?,22%,-5%,26µM*

Some of the entries so far, with values under each structure.
Fields: HepG2 viability	HT1080 IDH1KD tx	HT1080-NT tox	SW480 rereplic	IL-1B inflam inh	S2 tox	ATXN2 expr inh	KB-3-1 tox	MCF10A rereplic
FC(F)(F)c1cc(Cl)c2nc(-c3ccccc3)c(Cc3ccsc3)n2c1
    .	-8%	-1%	.	10	i	9%	?	.
Cc1ccc(-c2nnc(/C=C/c3ccccc3)o2)cc1
    6%	16%	20%	-2%	-25	i	58%	5%	8%
CC1CN(C(=S)Nc2ccc(Cl)cc2)CC(C)O1 (stereo unspecified)
    -1%	-1%	0%	-12%	-13	.	-10%	0%	11%

Following part:
Compound,HepG2 viability,HT1080 IDH1KD tx,HT1080-NT tox,SW480 rereplic,IL-1B inflam inh,S2 tox,ATXN2 expr inh,KB-3-1 tox,MCF10A rereplic
CN(C)c1nc(N/N=C/c2c[nH]c3ccccc23)nc(N2CCOCC2)n1,-41%,-19%,-19%,15µM*,?,i,?,-14%,19%
CC(=O)Nc1cccc(-c2nc3ccccc3o2)c1,-15%,11%,8%,-2%,13,i,.,-2%,-1%
Nc1ccn([C@@H]2O[C@H](C(=O)Nc3cc(C(F)(F)F)cc(C(F)(F)F)c3)[C@@H](O)[C@H]2O)c(=O)n1,-20%,3%,8%,.,44,i,-1%,0%,.
CN(C)c1ccc(NC(=S)NCC2CCCO2)cc1 (stereo unspecified),23%,7%,7%,-1%,1,i,37%[activator],-2%,-13%
CCCCCCNc1c([N+](=O)[O-])c(=O)sc2ccccc12,-16%,-13%,?,-14%,37,i,-25%,?,6%
COc1ccc2nc(C(c3ccc(C)cc3)n3c(-c4ccccc4Br)nc4ccccc43)[nH]c2c1 (stereo unspecified),-16%,-18%,2%,.,-17,?,33%[activator],0%,.
CCOC(=O)N1CCC(N2Cc3cccc(C(=O)Nc4ccc(OCC)cc4)c3C2=O)CC1,-7%,13%,3%,24%,-15,i,5%,7%,1%
CCn1c(CNc2nc3ccccc3n2C(C)C)nc2ccccc21,-30%,-4%,-12%,-1%,-28,i,-12%,4%,-4%
CC12CC(c3ccccc3O1)N(C(=O)c1ccco1)C(=O)N2c1ccccc1 (stereo unspecified),-25%,-3%,-6%,19%,-16,i,-2%,0%,3%
CCOC(=O)C(C)n1cnc2c(nnn2Cc2ccc(C)cc2)c1=O (stereo unspecified),-23%,-14%,-12%,0%,0,i,7%,2%,4%
CCOC(=O)Cn1nnnc1C(CC)N(Cc1cccs1)Cc1cc2cc(C)ccc2[nH]c1=O (stereo unspecified),-38%,-7%,-2%,2%,-8,i,3%,23%,15%
CCn1c(=O)cc(OCC(=O)N2CCc3ccccc32)c2ccccc21,-8%,3%,14%,-1%,-23,i,-22%,1%,6%
CCOC(=O)C(C(C)=O)=C1SC2CS(=O)(=O)CC2S1 (stereo unspecified),-4%,6%,3%,10%,3,i,-8%,0%,29%
CN(C)S(=O)(=O)c1cccc(NC(=O)c2cc(-c3cccs3)nn2-c2ccccc2)c1,-7%,2%,4%,?,0,i,1%,0%,?
OCCCn1c(C2CCCN2c2nc(-c3ccc(Cl)cc3)cs2)nc2cc(Cl)c(Cl)cc21 (stereo unspecified),2%,-2%,0%,?,-8,?,-5%,-11%,?
COc1ccc([N+](=O)[O-])c(OC)c1C(=O)NC(=O)Nc1nc(C)nc(C)n1,4%,6%,8%,-1%,0,i,-13%,1%,-1%
Cc1cc(Br)cc(C)c1NC(=O)c1ccccc1[N+](=O)[O-],-10%,-3%,-4%,15%,2,i,4%,-7%,-4%
COc1ccc(C(=O)c2oc3ccccc3c2NC(=O)COc2cccc(C)c2C)cc1,-3%,.,.,.,.,i,1%,6%,.
Cc1ccc(Cn2ncc3c(N4CCN(c5ccccc5C)CC4)ncnc32)cc1,-27%,-18%,-16%,12%,?,?,-23%,?,?
COc1ccc(NC(=O)c2cccnc2)c(OC)c1,-2%,-2%,20%,-1%,-8,i,-9%,2%,?
COc1ccccc1-n1cnnc1SCC(=O)Nc1cc(C(C)(C)C)nn1-c1ccccc1,-47%,-1%,18%,-1%,-3,i,-11%,0%,3%
CCOC(=O)[C@]12CCCC=C1N(Cc1ccc(Cl)cc1Cl)C(=O)[C@H](CC(=O)NCCCCc1ccccc1)C2,.,?,?,.,0,?,0%,?,.
COc1cc(OC)cc(-c2nc3nc(C)c(CCC(=O)Nc4ccccc4)c(C)n3n2)c1,-10%,.,.,.,.,i,-5%,-18%,.
O=C(CN(c1ccc(F)cc1)S(=O)(=O)c1ccccc1)NC1CCCCCC1,-33%,21%,3%,0%,-9,i,9%,.,1%
COc1cc(C2C(C(=O)c3ccc(C)o3)=C(O)C(=O)N2c2cc(C)on2)cc(Br)c1O (stereo unspecified),-15%,-11%,1%,-3%[9.22 µM],26,i,-1%,7%,15%
CCc1ccc(OCC(=O)Nc2cc(S(=O)(=O)CC)ccc2O)cc1,2%,12%,17%,-9%,-15,i,-10%,-3%,-10%
COc1cc(OC)cc(C(=O)Nc2ccc(NC(=O)c3ccco3)c(Cl)c2)c1,-60%,?,-17%,1%,?,i,?,?,?
COc1ccc(S(=O)(=O)NNC(=O)Nc2ccc(F)cc2F)c(OC)c1,20%,12%,-3%,-9%,i,i,-3%,9%,-3%
COC(CNC(=O)c1ccc2nc3ccccc3c(=O)n2c1)OC,5%,7%,7%,17%,9,i,9%,-1%,?
Cc1ccc(C(=O)COC(=O)c2cc(Cl)nc3ccccc23)cc1C,1%,-2%,0%,-1%,14,i,-2%,4%,-1%
Cc1ccc(-c2nc3cc(C)ccc3o2)cc1,-20%,2%,3%,-1%,33,i,27%,1%,2%
CN(CC(=O)Nc1ccc(Cl)c(S(=O)(=O)N2CCOCC2)c1)C(=O)c1cccs1,6%,-2%,-5%,-3%,25,i,5%,1%,3%
O=C(CC1C(=O)NCCN1Cc1ccc(-c2ccccc2)cc1)NCCOc1cccnc1 (stereo unspecified),-18%,-11%,-10%,5%,-3,i,.,?,15%
CC(=O)Nc1ccc(S(=O)(=O)N2CCN=C2SCc2cccnc2)cc1,-11%,-2%,11%,-3%,13,i,.,-9%,-5%
C=CCOC(=O)C1=C[C@@H](c2ccccc2)[C@H](CCCO)[C@@H](OCC)O1,23%,?,?,?,16,?,?,-21%,?
CC(C)(C)Cc1nnc(NC(=O)c2ccc([N+](=O)[O-])cc2)s1,-3%,9%,17%,1%,-4,i,35%,7%,-47%[inhibitor]
O=C(N[C@H]1C/C=C\C[C@H](CC(=O)N(CCO)Cc2ccccc2)C(=O)NC[C@H](c2ccccc2)OC1=O)OCC1c2ccccc2-c2ccccc21,-1%,4%,4%,-7%,-2,i,-1%,-4%,12%
COc1ccc(-c2nnn(CC(=O)NCCc3ccc(OC)c(OC)c3)n2)cc1,-12%,-1%,1%,1%,34,i,-8%,11%,0%
COc1ccc(NC(=O)N2CCCC2C(=O)Nc2ccc(C)cc2C)cc1 (stereo unspecified),-5%,-19%,9%,1%,10,i,7%,0%,7%
COc1ccc(C2/C=C\CN(C(=O)C3CCCC3)CC(=O)N2Cc2ccc(F)cc2)cc1 (stereo unspecified),-32%&-8%,-3%,-6%,1%,20,?,?,0%,6%
O=C(Cc1ccccc1)Nc1ccccc1C(=O)Nc1ccc(C(=O)O)cc1,5%,17%,17%,-9%,-9,i,-3%[11.3 µM],-7%,0%
S=c1[nH]nc(-c2ccco2)n1/N=C/c1ccc(Br)s1,-24%,8%,1%,-2%,13,i,-2%,-3%,14%
O=C(NCCSc1ccc(Br)cc1)c1ccccc1,2%,1%,-15%,-1%,-10,?,-19%,-1%,?

High-throughput results from PubChem BioAssay.

Compounds were not picked by outcome. Share with any hit: about 8.9%.
